# From PubChem
# GalR3 antag: blocks the human galanin receptor 3; O60755; AID 651719; HEK293 GalR3-CNG cAMP membrane potential fluorescence; galR3 body fused to GalR1 C-terminus; inhibition, % at 3 µM; 0.44% of 360,000 active;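 active means inhibition above the screen-wide average plus 3 SD, cut at about 13% in these data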;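 further: forskolin and galanin both at EC90 stimulate the cells; cAMP rise reported by CNG channel membrane potential dye signal; 0% = forskolin plus galanin with DMSO and 100% = forskolin alone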
# Target sequence (O60755 1-299 limits assumed): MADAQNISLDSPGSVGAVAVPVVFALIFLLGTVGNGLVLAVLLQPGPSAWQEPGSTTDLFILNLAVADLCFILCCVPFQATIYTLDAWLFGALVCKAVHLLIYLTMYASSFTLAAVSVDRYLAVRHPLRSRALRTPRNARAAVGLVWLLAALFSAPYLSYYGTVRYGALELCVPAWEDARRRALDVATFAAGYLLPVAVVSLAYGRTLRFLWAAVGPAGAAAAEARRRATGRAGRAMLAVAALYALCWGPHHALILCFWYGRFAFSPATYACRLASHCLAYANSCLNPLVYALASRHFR
# MEKK2 mut-MEK5: signal of MEK5 binding to mutant human MEKK2 PB1 domain. bead flow cytometry, Alexa488-MEK5 binding to MEKK2 mutant. percent response, % at 10 µM. 0.35% of 290,000 active. AID 1530; in the data active means percent response above about 24%, passing the limit was not always enough; further: inactives centre near 1; some results filed as inactive read as strong as hits
# FID counter: displaces DNA intercalator in HCV helicase counter-screen | DNA fluorescent intercalator displacement, fluorescence | 0.17% of 290,000 active | inhibition, % at 7.9 µM; in the data active means inhibition above about 37%;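 further: 0% = vehicle and 100% = reference compound; higher means more ethidium bromide displaced from hairpin DNA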
# MEKK2 WT-MEK5: raises or lowers MEK5 binding to wildtype human MEKK2 PB1 domain; Q9Y2U5; bead flow cytometry, Alexa488-MEK5 binding to MEKK2 WT; actives lie on both sides; binding response (% of control), % at 10 µM; 1.1% of 290,000 active; AID 1531; in the data active means binding response below about 67% or above about 130%
# HCV NS3 hel inh: blocks Hepatitis C virus NS3 helicase unwinding | NS3 helicase DNA unwinding, Cy5 molecular beacon fluorescence | inhibition, % at 10.9 µM | 0.56% of 290,000 active | AID 1800;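 active means inhibition above the mean of all tested compounds plus 3 SD, set per campaign, cut at about 35% in these data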;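 further: 0% = DMSO wells and 100% = thioflavine S control wells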
#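 System: NS3 helicase fragment of HCV / Schedule: 1 h at 25 °C / Control set: DMSO alone as 0% and 110 µM thioflavine S as 100% / Reagent: Cy5/quencher beacon DNA duplex and ATP to start / Technique: Cy5 fluorescence / Replication: singlicate / Evaluation: % inhibition of end-to-start signal ratio versus controls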
# SUMO HTRF inh: SUMOylation inhibition | inhibition, % at 35 µM | HTRF SUMOylation assay, SAE1/SAE2 + UBC9, in vitro | AID 2006 | 0.36% of 290,000 active; in the data active means inhibition above about 50%, passing the limit was not always enough; further: strong numbers were not always called active
# Target sequence (P63279 whole entry, looked up): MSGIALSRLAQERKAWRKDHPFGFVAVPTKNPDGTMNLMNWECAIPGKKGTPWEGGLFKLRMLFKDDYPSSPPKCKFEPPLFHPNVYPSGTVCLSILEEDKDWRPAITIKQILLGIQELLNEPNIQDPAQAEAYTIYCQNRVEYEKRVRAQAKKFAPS
# MEKK3 PB1 HTS: modulators (inhibitors or enhancers) of MEK5 binding to human MEKK3 PB1 domain; Q99759; bead-based flow cytometry, Alexa488-MEK5 binding to MEKK3; actives lie on both sides; 0 = blocked by unlabeled MEK5, 100 = vehicle; binding response (% of control), % at 10 µM; 1.4% of 290,000 active; AID 1529;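 active means binding response more than 3 SD above or below the average of its plate-row segment, actives on both sides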;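 further: Alexa488 bead fluorescence after subtracting the streptavidin-only scavenger bead signal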
# Target sequence (Q99759 whole entry, looked up, the tested form may be a part): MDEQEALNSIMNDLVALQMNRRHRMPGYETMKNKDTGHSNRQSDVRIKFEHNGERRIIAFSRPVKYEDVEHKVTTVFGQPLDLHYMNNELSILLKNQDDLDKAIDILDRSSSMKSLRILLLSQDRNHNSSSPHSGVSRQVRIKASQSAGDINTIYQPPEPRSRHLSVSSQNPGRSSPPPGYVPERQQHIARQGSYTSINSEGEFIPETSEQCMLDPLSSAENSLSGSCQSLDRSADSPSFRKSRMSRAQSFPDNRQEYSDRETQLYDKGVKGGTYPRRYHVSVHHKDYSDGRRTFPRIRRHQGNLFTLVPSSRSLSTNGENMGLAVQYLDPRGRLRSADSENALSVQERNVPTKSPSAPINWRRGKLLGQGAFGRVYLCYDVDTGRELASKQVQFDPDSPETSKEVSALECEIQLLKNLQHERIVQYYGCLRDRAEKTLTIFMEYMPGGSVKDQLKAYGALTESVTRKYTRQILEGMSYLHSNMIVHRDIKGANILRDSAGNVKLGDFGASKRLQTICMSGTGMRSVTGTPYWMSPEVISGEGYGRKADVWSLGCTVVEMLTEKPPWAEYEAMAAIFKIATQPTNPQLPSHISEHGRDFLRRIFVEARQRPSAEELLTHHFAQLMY
# CRFBP-R2 agonist: agonists of human CRF-binding protein/CRF-R2 receptor complex; HEK293 CRF-R2/CRF-BP, calcium dye fluorescence (FLIPR); percent of saturating CRF peptide response; activation, % at 13.2 µM; 0.46% of 350,000 active;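 active means activation of at least 50%, plus an integration ratio under a set limit after plate pattern correction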;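 further: plate controls were neutral control wells without compound for no effect and CRF at EC100 for full effect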
# CRFBP-R2 block: CRF-BP/CRF-R2 complex antagonism; inhibition, % at 11.8 µM; 0.59% of 350,000 active; AID 588475; HEK293 CRF-R2/CRF-BP, CRF-induced calcium fluorescence;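 active means inhibition of the ligand-induced calcium signal above about 50% at the single tested concentration, limit read from the data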
# * marks the source's active call; other numbers are inactive results; . = not tested or not shown; & = joins results of further samples; [ ] = remark or other dose. Some of the compounds tested (hit frequency here may not be typical).
molecule	GalR3 antag	MEKK2 mut-MEK5	FID counter	MEKK2 WT-MEK5	HCV NS3 hel inh	SUMO HTRF inh	MEKK3 PB1 HTS	CRFBP-R2 agonist	CRFBP-R2 block
COC(=O)c1cccc(C23CC4(C2)[C@H](CN(C)[C@@H]4c2ccccc2)C3c2ccccc2)c1 (stereo partly specified)	-4	10	.	100	.	9	96	2.4	-8
Cc1[nH]nc(N=CC2=C(O)CC(c3ccco3)CC2=O)c1-c1ccccc1 (stereo unspecified)	-4&-4	-9	3	95	5	32	99	0.1&2.8	-11&-20
C=CCn1c(O)c(CN2CCN(Cc3ccccc3)CC2)c(C)c(C#N)c1=O	1	-8	-16	92	0	-3	84	12	-21
Cn1c(N)c(C(=O)COC(=O)c2cc(-c3ccccc3)nc3ccccc23)c(=O)n(Cc2ccccc2)c1=O	.	2	-4	100	4	-5	107	11	11
Cc1cccc(C(=O)Nc2nc(C)c(C(=O)Nc3ccc4c(c3)CCC4)s2)c1	-5	0	-2	101	-34	-43	100	1.8	-12
Cc1ccccc1-n1c(C)nnc1SCC(=O)NCC1CCCO1 (stereo unspecified)	0	3	-2	105	-4	13	99	0.0	8
c1ccc(-c2noc(-c3ccno3)n2)nc1	-5	-5	-1	93	-7	8	93	-2.2	4
C#CCOc1c(Cl)cc(/C=C2/C(=O)ON=C2C)cc1OCC	-11	9	-26	101	57*	11	105	-6.7	9
CC1CC(C)CN(C(=O)C(NS(=O)(=O)c2ccc3c(c2)oc(=O)n3C)C(C)C)C1 (stereo unspecified)	1	3	-19	109	17	16	111	-1.0	4
CS(=O)(=O)N(CC(=O)NCCSCc1ccccc1)c1ccccc1Cl	-9	13	-26	109	-2	10	110	1.0	-3
CCOC(=O)C1(CC2CCCCO2)CCN(Cc2cc3ccccc3[nH]2)CC1 (stereo unspecified)	-2	-7	20	97	-21	-16	99	126*	-10
Cc1ccc(S(=O)(=O)NC(=O)N2CCCC(C)(C)C2)cc1	1	24*	-1	111	-1	7	113	-3.4	-3
CNCCCCOc1ccccc1Cc1ccccc1	.	6&11	16	125&115	-30	11	104&104	.	.
CCN(CC)S(=O)(=O)c1ccc(C(=O)/C=C/c2ccc(-c3ccc([N+](=O)[O-])cc3)o2)cc1	-2	-12	-15	37*[inhibitor]	26	43	87	28	-33
CCOc1ccc(Cl)cc1CSc1ncn[nH]1	-3	-31	-4	1.0*[inhibitor]	-5	5	1.0*[inhibitor]	0.2	38
Nc1nc(F)nc2c1ncn2[C@@H]1O[C@H](CO)[C@@H](O)[C@H]1O	-8	1	.	109	.	.	109	-1.0	19
COc1ccc(Cn2c(O)c(C=Nc3ccccc3)c3ccccc3c2=O)cc1	-2	-1	-13	97	4	24	96	3.0	2
CCOC(=O)C1CCN(C(=O)CCCCn2c(=O)[nH]c3ccccc3c2=O)CC1	-5	-5	-30	93	3	-35	97	-1.1	-4
Cn1nc(C(C)(C)C)cc1C(=O)O	-1	-15	6	68	-6	21	69	-1.0	-2
COc1ccc(C=C(c2ccc(OC)cc2)c2ccc(OC)cc2)cc1	-4	0	0	103	-7	1	103	-1.0	4
O=C(CCC(=O)N(CC(=O)NC1CCCC1)Cc1ccc2c(c1)OCO2)Nc1nccs1	-6	-10	-2	94	-3	-4	104	.	.
C/C(=N\NC(=O)c1cc(O)ccc1O)c1cccc(NC(=O)c2cccc(Cl)c2)c1	-1	4	-8	100	24	15	97	-1.1	5
O=C(NCC1CCCO1)C(c1ccncc1)N(Cc1cccs1)C(=O)Cn1nnc(-c2ccc(F)cc2)n1 (stereo unspecified)	6	-2	-19	107	-3	20	103	-2.4	-1
CCN(CC)c1ccc(C(=O)c2cnc(/N=C/N(C)C)s2)cc1	1	-2	-16	95	1	8	101	6.1	2

# Another view of 3 compounds above.
# Below each SMILES: GalR3 antag | MEKK2 mut-MEK5 | FID counter | MEKK2 WT-MEK5 | HCV NS3 hel inh | SUMO HTRF inh | MEKK3 PB1 HTS | CRFBP-R2 agonist | CRFBP-R2 block
COc1ccc(C=C(c2ccc(OC)cc2)c2ccc(OC)cc2)cc1
  -4 | 0 | 0 | 103 | -7 | 1 | 103 | -1.0 | 4
Cc1[nH]nc(N=CC2=C(O)CC(c3ccco3)CC2=O)c1-c1ccccc1 (stereo unspecified)
  -4&-4 | -9 | 3 | 95 | 5 | 32 | 99 | 0.1&2.8 | -11&-20
CS(=O)(=O)N(CC(=O)NCCSCc1ccccc1)c1ccccc1Cl
  -9 | 13 | -26 | 109 | -2 | 10 | 110 | 1.0 | -3

# Next section:
molecule	GalR3 antag	MEKK2 mut-MEK5	FID counter	MEKK2 WT-MEK5	HCV NS3 hel inh	SUMO HTRF inh	MEKK3 PB1 HTS	CRFBP-R2 agonist	CRFBP-R2 block
CCN(CC)S(=O)(=O)c1ccc(N/N=C/c2cc(OC)ccc2O)nc1	-5	4	0	105	-11	14	102	-0.5	-5
Cn1cc(CN(CCO)Cc2cccs2)c(-c2cccc(Cl)c2)n1	-3	11	-6	105	-8	-6	95	-2.7	-14
O=[N+]([O-])c1ccc(Oc2ccc(C(F)(F)F)cn2)cc1	-2	-4	-1	93	-3	18	99	1.2	9
CC1CCCN(C(=O)C(C)Nc2cc(Cl)ccc2N2CCOCC2)C1 (stereo unspecified)	-5	1	-10	94	-11	12	92	0.3	0
COc1ccc(OCc2nnc(SCC(N)=O)n2N)cc1	-5	6	2	101	1	10	104	-0.4	9
O=CN(Cc1ccco1)C1(C(=O)NC2CCCCC2)CCCCC1	-4	-11	-7	78	0	-5	75	0.3	-16
CCOc1ccc(CNC(=O)CCSCc2ccccc2F)cc1OC	-1	2	-24	104	4	7	104	2.0	2
COC(=O)[C@H](C)NC(=O)NC1CCCc2ccccc21 (stereo partly specified)	.	2	-3	99	0	13	97	-1.9	8
Cc1ccc(NC(=O)Nc2ccnc(-c3cccnc3)n2)cc1	-3	-2	-8	104	-7	23	111	-0.2	-19
Cc1noc(C)c1CSc1nnc2scc(-c3ccccc3)n12	2	-10	-6	100	1	-14	97	0.1	3
COc1ccc(/C=N/Nc2cc(C)nc(NS(=O)(=O)c3ccc(C)cc3)n2)cc1	-7	8	-22	103	-10	17	101	-1.9	-7
C=CCN(CC=C)c1nc2ccccc2nc1C(C#N)C(=O)OC(C)C (stereo unspecified)	-1	10	-6	92	-6	51	98	25	-24
C/C(=N\NC(=O)c1cccc(O)c1)c1cccc(NC(=O)c2ccc(F)cc2)c1	-4	5	-16	102	0	2	101	-2.8	-8
C=CCNC(=O)c1nn2cccnc2c1Cl	-1	8	0	102	0	10	105	1.0	6
CC(C)(C)c1nnc(N/N=C/c2cc(Br)ccc2O)n(N)c1=O	-11	0	-7	105	7	-138	142*	-1.9	-12
CC(=O)Nc1nc(-c2ccccc2)nc(C)c1C(C)=O	-2	-10	1	86	2	9	100	-0.2	5
CN(C)c1nc2c(c(=O)[nH]c(=O)n2C)n1Cc1ccc(F)cc1	2	11	-3	101	4	5	105	0.8	-10
CCOCCCN(C(=O)CCC(=O)Nc1cc(C)on1)C(C(=O)NC(C)(C)CC)c1cccc(OC)c1OC (stereo unspecified)	-11	5	-46	102	-8	12	103	1.3	-4
COc1cccc(NC(=O)CSc2nnc(Cn3c(=O)sc4ccccc43)n2C)c1	5	3	-3	101	1	20	101	3.4	3
S=C(NCc1ccco1)N1CCN(c2nc(-c3ccc(Cl)cc3)cs2)CC1	-6	-13	-14	93	-17	-21	101	-0.4	3
Cc1cc([N+](=O)[O-])c(C)cc1-c1ccc(/C=N/NC(=O)c2cccnc2)o1	-4	-10	-7	77	5	30	78	0.7	-3
CC(C)(C)NC(=O)CN1CCC(O)(c2ccccc2)CC1	-9	-1	2	95	-6	11	97	-1.6	7
CN(Cc1ccccc1)C(=O)CN1C(=O)NC(C)(c2ccc(C(C)(C)C)cc2)C1=O (stereo unspecified)	-4	-2	-36	98	-18	0	100	-0.4	-4
Cc1nnc(SCC(=O)Nc2nccs2)n(N)c1=O	-7	-16	-1	81	-13	0	82	0.5	1
COc1ccc(NC(=O)c2cc(C)nn2-c2ccccc2)cc1	-10	1	-11	101	-6	9	102	-1.9	2
COc1cc(CNC2CCCC2)cc(Br)c1OCC(=O)Nc1ccccc1C	-7	-2	28	86	-18	-18	77	1.5	5
C/C(N)=C(/C#N)C(=O)CSc1nc2ccccc2c(=O)n1CCCOC(C)C	6	-1	-24	101	18	-3	99	-0.2	1
Cc1ccc(-c2ccc(/C=N/N=C3/NC(=O)C(CC(=O)O)S3)o2)c([N+](=O)[O-])c1 (stereo unspecified)	-3	0	-8	102	7	-2	105	-1.1	-9
O=C(OCC(=O)N1CCOCC1)c1ccc2c(c1)OCCO2	-1	4	-2	107	-3	-28	104	1.4	2
CCN(C/C=C/c1ccccc1OC)Cc1ccccc1	-5	4	6	107	2	8	101	0.8	-10
O=C(NCc1ccc(N2CCCC2=O)cc1)c1cn(CCc2ccccc2)nn1	-4	10	-25	109	-7	8	103	-1.3	29
Cc1cccnc1NC(=O)Cn1nc(-c2ccccc2)oc1=S	-10	-2	-9	102	-3	3	108	-1.8	7
Fc1ccc(Br)cc1/C=N/n1cnnc1	-1	3	3	103	-7	11	100	0.4	4
C/C(CC(=O)NCCCN1CCOCC1)=N\NC(=O)COc1cccc2ccccc12	-5	-7	5	90	2	8	87	0.9	-7
O=C(OCC(F)(F)F)c1cccc(COc2ccc3ccccc3c2)c1	-1	6	-4	103	5	-8	105	4.5	2
Cn1c(N)c(S(=O)(=O)c2ccc(Br)cc2)c2nc3ccccc3nc21	-7	0	-5	105	0	-22	105	-0.9	-25
O=C(Nc1nc(-c2ccc3c(c2)OCO3)cs1)c1ccncc1	-8	2	-15	101	-8	-7	104	-0.5	-24
Cc1ccc(/C=C/C(=O)NCCCn2ccnc2)cc1	-4	-46	-6	5.0*[inhibitor]	-6	20	3.0*[inhibitor]	0.1	-1
Cc1ccc(C)c(NC(=O)Cn2nnc(C(=O)NCc3cccs3)c2N)c1	-6	2	1	101	-2	0	101	-0.1	4
COc1ccc(/C(C)=N/NC(=O)CNC(=O)/C=C/c2ccccc2OC)cc1	-10	-5	-19	94	-8	-7	98	-1.3	2
CC1CCCCC1NC(=O)C1Cc2ccccc2CN1S(C)(=O)=O (stereo unspecified)	-1	15	-19	116	3	28	118	-0.6	-12
CCOc1ccccc1NC(=O)NCc1cccnc1	-1	-16	3	49	0	14	43*[inhibitor]	0.8	0
O=C(CN(c1ccc(Cl)cc1)S(=O)(=O)c1ccccc1)N1CCN(c2ccccc2)CC1	-3	-2	0	100	-9	10	104	6.6	-13
O=C(NC(=O)N1CCN(c2ccc(F)cc2)CC1)c1ccccc1	-7	2	3	102	-3	2	102	0.3	-9
CN(Cc1cn(C)nc1-c1ccccc1F)Cc1nccn1C	-5	-3	-2	97	11	-5	94	3.5	12
COc1ccc(/C(C)=N/NC(=O)c2nnn(-c3nonc3N)c2-c2ccccc2)cc1	-7	-4	-18	101	-8	6	102	1.5	-23
COc1ccc(Cn2c(=S)[nH]c3ccsc3c2=O)cc1	5	-2	-6	99	-6	13	99	2.0	-12
Cc1onc(-c2c(Cl)cccc2Cl)c1-c1nc2cc(Cl)ccc2c(=O)o1	-4	-3	-31	97	21	6	101	-0.6	19
COc1ccccc1C(=O)NNC(=O)c1ccc(Br)o1	-4	12	-4	109	1	2	108	0.5	-1
